# S3 lipid droplet: qHTS Assay for Lipid Storage Modulators in Drosophila S3 Cells; Drosophila S3 cells, BODIPY lipid droplet fluorescence, 18-24 h; cells fed with added oleic acid; lipid storage change, negative = inhibition, % at the top dose, mostly 46.1 µM; hits show Potency in µM; actives 0.64% (n = 320,000); active means well fitted inhibition curve with a large enough effect in the signal ratio, with a control signal flat, not every such curve was filed as active; inconclusive means small, poorly fitted or top-dose-only effect, or effect the other way, or a change in a side signal; the % refers to the signal ratio
#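 Drosophila S3 cells loaded with oleic acid (400 uM, as added) and compounds at several concentrations; lipid droplets imaged by 488-nm laser-scanning cytometry, 500–530 nm intensity and object ratio to cell channel. Percent activity normalized to 20 uM Triacsin C.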
# S3 lipid droplet cell count max: second read-out of S3 lipid droplet, no call of its own (marks repeat the call); cell number change, %; measured here: cell count max response;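 cells counted by Cell Tracker Red CMTPX staining in the red channel; peak over a dose series mostly up to 46.1 µM; percent activity relative to internal control wells on each plate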
# Numbers without * were called inactive; i = inactive; ? = inconclusive; nt = not tested or not shown; [ ] = dose if it differs, or a comment. On the % scale 0 is the no-effect control and ±100 the full control effect; potency means the concentration at half of the fitted maximal effect. Not all compounds are listed; count on the stated rates, not on these rows.
SMILES,S3 lipid droplet,S3 lipid droplet cell count max
O=C(CSC1CCCCC1)Nc1nccs1,18%,10
O=C(Nc1nnc(SCc2c(Cl)cccc2Cl)s1)c1ccc2ncsc2c1,-2%,2
COCCCNC(=O)c1ccc(N(C)S(C)(=O)=O)cc1,?,nt
Cc1ccc(S(=O)(=O)N2CCCN(C(=O)OC(C)(C)C)CC2)cc1,?,nt
N#Cc1cc2c([nH]c1=S)CCCCCC2,?,nt
COc1cc(CNCCO)cc(Cl)c1OCc1ccccc1Cl,?,nt
Cn1cnnc1SC(C(=O)Nc1cccc(C(F)(F)F)c1)c1ccccc1 (stereo unspecified),?,nt
Cn1c2ccccc2c2n[nH]c(=O)nc21,?,nt
CCO/C(C)=C1\C(=O)Nc2ccccc21,?,nt
CCS(=O)(=O)c1ccc(C(=O)NC)c(Cl)c1Cl,?,nt
COc1ccc(NC(=O)Cn2nnc(C(=O)NCc3ccco3)c2N)cc1,i,10
CCn1c(SCC(=O)Nc2nc(-c3ccc(C)cc3)cs2)nnc1-c1ccccc1O,?,nt
COCCN(C(=O)c1ccccc1F)c1nc(-c2ccc(OC)cc2)cs1,i,-17
CN1CCC(=NNc2ncnc3sc4c(c23)CCCC4)CC1,?,nt
CCOc1ccc(NC(=O)CCNC(=O)c2ccc(Br)cc2)cc1,?,nt
CC(=O)Nc1ccc(NC(=O)COC(=O)C2(c3ccc(Cl)cc3)CCCC2)cc1,?,nt
Cc1noc(C)c1CCC(=O)N1CCCC(CCC(=O)NCc2ccccc2F)C1 (stereo unspecified),0%,nt
CN(C(=O)CSC1=NC2C(N=N1)c1cc(Br)ccc1N2C)C1CCCCC1 (stereo unspecified),?,nt
CC(C)CC(=O)Nc1ccc2oc(-c3ccncc3)nc2c1,?,nt
N/C(=N\OC(=O)c1ccc(Cl)c(Cl)c1)c1ccccn1,0%,-8
CC(C)(C)c1ccc(NC(=O)N2CCCN(c3c(Cl)cncc3Cl)CC2)cc1,-9%,11
CCOC(=O)CSc1ncc(OC)c(=O)[nH]1,?,nt
CS(=O)(=O)N(Cc1ccccc1)c1ccc(C(=O)NCc2ccccc2)cc1,?,nt
COCCCNC(=O)Cn1ccc(NC(=O)OCc2ccccc2)nc1=O,?,nt
COc1cc(Cl)cc(C=O)c1OCC(=O)O,?,nt
CN(C)CCCN(C(=O)c1cc2ccccc2oc1=O)c1nc2c(F)cccc2s1,-4%,6
COc1ccccc1C(=O)NCCC(=O)OCC(=O)Nc1ccc(S(N)(=O)=O)cc1,?,nt
O=C(O)C1C2CCC(O2)C1C(=O)Nc1ccc(Cl)cc1F (stereo unspecified),i,-23
COc1ccc2cc(C(=O)NCc3ccco3)c(=O)oc2c1,?,nt
CSc1cccc(NC(C)=O)c1,-9%,-3
Cc1nn(C)c(C)c1CNC(=O)/C=C/c1ccccc1F,?,nt
Cc1csc(NC(=O)c2ccco2)n1,?,nt
CCC(=O)Nc1c2c(nn1-c1ccccc1)CSC2,i,19
O=[N+]([O-])c1cc([N+](=O)[O-])c(Oc2cc(Cl)cc(Cl)c2)cc1NN1CCCCC1,-4%,-9
COc1cccc(OCC(O)CN2CCC(Cc3ccccc3)CC2)c1 (stereo unspecified),?,nt
COc1cccc(OC)c1C(=O)Nc1ccnn1C,-1%,14
COc1ccc(-n2nc(C(=O)N3CCCCC3)c3ccccc3c2=O)cc1,-29%,12
CCOc1ccc(NC(=O)Cn2sc3nc(C)cc(C)c3c2=O)cc1,?,nt
COc1ccc(-c2noc(CCCOc3ccc(Cl)cc3Cl)n2)cc1,?,nt
CC(C)c1ccc(C2C(C(=O)c3ccco3)=C(O)C(=O)N2CC2CCCO2)cc1 (stereo unspecified),?,nt
COc1ccc(OC)c(NC(=O)c2cnc(Nc3ccccc3OC)c3ccccc23)c1,?,nt
Cc1[nH]n(-c2ccccc2)c(=O)c1/C=N/NC(=O)C(C)C,?,nt
O=C1NC2c3ccccc3CC2O1 (stereo unspecified),i,17
COc1cc(/C=N/NC(=S)NC2CC3CC2C2C=CCC32)ccc1O (stereo unspecified),?,nt
CC(C)N(C(=O)Cn1cnc2c(cnn2-c2ccccc2Cl)c1=O)C(C)C,?,nt
O=C(Nc1ccccc1C(=O)O)C1=NN=CC1,21%,14
C=CCn1c(CCC(O)CCCCC)n[nH]c1=S (stereo unspecified),?,nt
O=C1OC(c2ccccc2)Cc2cc(C(=O)N3CCN(c4ccc(F)cc4)CC3)ccc21 (stereo unspecified),?,nt
CNC(=S)NNC(=O)c1c(C)nc2cc(C)ccn12,2%,-3
O=C(CCC(=O)N1CCc2ccccc2C1)N1CCN(S(=O)(=O)c2ccccc2)CC1,7%,-5
CCCC1CC(C)(/C(C)=N\NC(N)=S)OC1=O (stereo unspecified),5%,14
COc1ccc(-n2cnnc2SCC(=O)NC2CCS(=O)(=O)C2)cc1 (stereo unspecified),?,nt
CCN(Cc1ccncc1)C(=O)c1cc(COc2ccc(F)cc2F)on1,i,-21
COc1cccc(C2c3[nH]c4ccccc4c3C[C@H]3C(=O)N(c4ccccc4C(=O)NCCCN4CCOCC4)C(=O)N23)c1 (stereo partly specified),-2%,18
COc1ccc(C(=O)COC(=O)c2ccn(C)n2)cc1,6%,-3
CCC1(c2ccc(F)cc2)NC(=O)N(CC(=O)N(CCC#N)c2ccccc2)C1=O (stereo unspecified),4%,nt
O=C(Nc1ccc2c(c1)OCO2)C1CCN(C(=O)c2ccc(Br)cc2)CC1,18%,41
CSc1sc(C(=O)NNC(C)=O)c2c1C1(CCC2)SCCS1,?,nt
COc1ccc(OC)c(C2CC(=O)NC(SC)=C2C#N)c1 (stereo unspecified),?,nt
Cc1c(Br)c([N+](=O)[O-])nn1C(C)C(=O)Nc1ccc2c(c1)OCO2 (stereo unspecified),-4%,-7

# Following part.
SMILES,S3 lipid droplet,S3 lipid droplet cell count max
CCCC(=O)N1CCCC(C(=O)c2ccc(OC)c(OC)c2)C1 (stereo unspecified),?,nt
CC(OC(=O)c1ccc2c(=O)n3c(nc2c1)CCC3)C(=O)Nc1ccc(C(N)=O)cc1 (stereo unspecified),?,nt
CN(C)c1cccc(C(=O)N2CCC(n3nccc3NC(=O)C3CCOC3)CC2)c1 (stereo unspecified),?,nt
Oc1ccccc1N1CCN(Cc2ncc(-c3ccccc3)o2)CC1,?,nt
Cc1cc(C)c(S(=O)(=O)N2CCCCC2)c(C)c1N(C)S(=O)(=O)c1ccc(Cl)cc1,-13%,-8
CCCN(CC1CC1)C(=O)CCc1nnc(CCc2c[nH]c3ccccc23)o1,-1%,-13
CCC(=O)Nc1ccc(S(=O)(=O)N2CCN(c3ccc(F)cc3)CC2)cc1,-2%,-3
N#CC1=CN(Cc2ccccc2)C=C(/C=N/Nc2ccccc2)C1,?,nt
CCOC(=O)N1C2=NC(C(=O)OC)=C(C(=O)OC)[C@@H]3Nc4ccccc4[C@]23C[C@H]1C(=O)OC,?,nt
Cc1cccc(C)c1OCc1nnc(SCC(=O)Nc2ccc(N3CCOCC3)cc2)o1,?,nt
COC(=O)NNC1=CC(=O)CC(C)(C)C1,?,nt
COc1ccccc1NC(=O)Nc1ccc(-n2ccc(C(F)(F)F)n2)cc1,-10%,-2
Cc1c(NC(=O)c2ncn[nH]2)cccc1-c1nc2ccccc2s1,16%,1
COc1cccc(C(=O)NNC(=O)C(=O)Nc2cccc3ccccc23)c1,?,nt
CNc1cc(N2CCCCCC2)ccc1[N+](=O)[O-],-16%,2
COc1ccccc1N1CCN(c2cc(N3CCCC3)nc(C)n2)CC1,-2%,2
CC(C)c1nnc(NC(=O)CCN2C(=O)c3ccccc3C2=O)s1,4%,1
Cc1ccc2occ(CN3CCN(c4ccccc4)CC3)c(=O)c2c1,?,nt
CC1CCC/C(=C\Nc2ccc(C(=O)O)cc2)C1=O (stereo unspecified),-2%,1
Oc1ccc(-n2nnnc2SCc2c(F)cccc2Cl)cc1,0%,-24
CCOc1ccc(CN(Cc2ccco2)C(c2cccs2)c2nnnn2C(C)(C)C)cc1 (stereo unspecified),?,nt
C=CCn1c(=O)/c(=C2/SC(C)=C(C)N2CC)s/c1=C1/C(=O)N(CC)C(=S)N1c1ccccc1,?,nt
CC(C)N(C(=O)Cn1cc(S(=O)(=O)CC(=O)NC2CCCCC2)c2ccccc21)C(C)C,-11%,-23
Cc1ccc2nc(N(CCCN(C)C)C(=O)CS(=O)(=O)c3ccccc3)sc2c1,?,nt
CSCCC(NC(=O)c1ccco1)C(=O)NCCc1ccc(F)cc1 (stereo unspecified),2%,-7
CN(C)CCNc1cc(-c2ccncc2)nc2ccccc12,?,nt
CCSC1=C(C#N)C(c2cccc(Br)c2)CC(=O)N1 (stereo unspecified),i,nt
Cc1cc(-c2nc3ncccc3o2)ccc1NC(=S)NC(=O)c1ccco1,8%,17
CC1(c2nnc(-c3ccc(F)cc3)o2)CC(c2cccc(Cl)c2)=NO1 (stereo unspecified),15%,nt
CCOc1ccc(OCC)c(NC(=O)CN2CCN(C(=O)c3ccco3)CC2)c1,?,nt
CCOC(=O)c1cc(-c2ccc(N3CCOCC3)cc2)nn1-c1ccccc1C(=O)O,7%,10
O=C(c1ccccc1)c1ccc(OCC(O)CN2CCCC2)cc1 (stereo unspecified),-9%,-4
Cc1ccc(/C=N/N2CCN(Cc3ccc(C)cc3)CC2)cc1,?,nt
CCOC(=O)c1c(C)c(C(=O)Nc2cc(F)ccc2F)c(C)n1C,4%,-1
Cc1ccc(S(=O)(=O)N/N=C/c2ccc(OCC(=O)N3CCOCC3)cc2)cc1,26%[9.22 µM],6
O=C(c1cccc(S(=O)(=O)NCc2ccccc2)c1)N1CCCC(C(F)(F)F)C1 (stereo unspecified),?,nt
COc1ccc(S(=O)(=O)NCC(=O)NCc2cc(=O)n(C)c(=O)n2C)cc1,?,nt
COc1ccccc1N1CCN(C(=O)c2ccc(CN3CCOCC3)cc2)CC1,?,nt
O=C(CSc1ccc(-c2ccccc2)nn1)N1CCN(c2ccccc2)CC1,3%,-5
COc1ccc(N2CCN(C(=O)c3ccccc3NC(=O)c3ccccc3)CC2)cc1,?,nt

# Five compounds from above, sorted by the value under S3 lipid droplet cell count max, smallest number first:
structure,S3 lipid droplet cell count max
CC(C)N(C(=O)Cn1cc(S(=O)(=O)CC(=O)NC2CCCCC2)c2ccccc21)C(C)C,-23
CSCCC(NC(=O)c1ccco1)C(=O)NCCc1ccc(F)cc1 (stereo unspecified),-7
Cc1ccc(S(=O)(=O)N/N=C/c2ccc(OCC(=O)N3CCOCC3)cc2)cc1,6
CCOC(=O)c1cc(-c2ccc(N3CCOCC3)cc2)nn1-c1ccccc1C(=O)O,10
Cc1cc(-c2nc3ncccc3o2)ccc1NC(=S)NC(=O)c1ccco1,17

# An excerpt from the list above:
SMILES,S3 lipid droplet,S3 lipid droplet cell count max
CN(C)CCNc1cc(-c2ccncc2)nc2ccccc12,?,nt
CCSC1=C(C#N)C(c2cccc(Br)c2)CC(=O)N1 (stereo unspecified),i,nt
Cc1cc(-c2nc3ncccc3o2)ccc1NC(=S)NC(=O)c1ccco1,8%,17
CC1(c2nnc(-c3ccc(F)cc3)o2)CC(c2cccc(Cl)c2)=NO1 (stereo unspecified),15%,nt
CCOc1ccc(OCC)c(NC(=O)CN2CCN(C(=O)c3ccco3)CC2)c1,?,nt
CCOC(=O)c1cc(-c2ccc(N3CCOCC3)cc2)nn1-c1ccccc1C(=O)O,7%,10
O=C(c1ccccc1)c1ccc(OCC(O)CN2CCCC2)cc1 (stereo unspecified),-9%,-4

# Carrying on:
SMILES,S3 lipid droplet,S3 lipid droplet cell count max
Cc1cc(=O)oc2c(C)c(OC(C)C(=O)NC(Cc3c[nH]c4ccc(O)cc34)C(=O)O)ccc12 (stereo unspecified),i,9
CCOc1ccc(NC(=O)CN(c2ccc(C)cc2)S(=O)(=O)c2c(C)nn(C)c2C)cc1,?,nt
CC(=O)Oc1c(C)c(C)c2c(c1C)CCC(C)(CCCC(C)CCCC(C)CCCC(C)C)O2 (stereo unspecified),11%,15
CCOC(=O)C1(Cc2cccc(Cl)c2)CCCN(C(=O)c2cc(C)[nH]n2)C1 (stereo unspecified),?,nt
CC1CN(CCOCCOc2ccccc2-c2ccccc2)CC(C)O1 (stereo unspecified),-11%,8
COc1ccccc1-n1cnc2cc(C(=O)N3CCOCC3)ccc21,i,nt
O=C(CCC(=O)c1cccs1)c1cccs1,4%,0
Cc1ccc(C(c2sc3nc(C)nn3c2O)N2CCN(CCO)CC2)cc1 (stereo unspecified),-1%,-8
CC(=O)Nc1ccc(/C=N/NC(=O)CNS(=O)(=O)c2ccccc2)cc1,?,nt
Cc1cc(C(=O)COC(=O)/C=C/c2ccc(F)cc2)c(C)n1C,?,nt
Cc1ccc(CN(C)C(=O)c2cccc(S(=O)(=O)N3CCc4ccccc4C3)c2)o1,?,nt
CCN1C(=O)/C(=C/C=C2\N(CC)c3cc(S(=O)(=O)N(C)C)ccc3N2c2ccccc2)SC1=S,?,nt
CC(C)c1nc(SCC(=O)N2CCCCCC2)c2c(=O)n(C)c(=O)n(C)c2n1,?,nt
Cc1nc2ccc([N+](=O)[O-])cc2s1,?,nt
Cc1cccc(C(=O)NC(=S)N2CCc3ccccc3C2)c1,?,nt
CN(C)CCNC(=O)C1CCCNC1=O (stereo unspecified),?,nt
CCOc1cc(/C=C2\NC(=O)NC2=O)ccc1OC(C)C(=O)O (stereo unspecified),0%,-5
CCC(CC)C(=O)Nc1cccc(-c2ccc3nncn3n2)c1,?,nt
COC(=O)C1CCN(C(=O)Cc2c(OC)ccc3cc(Br)ccc23)CC1,?,nt
O=C(CCC(=O)c1cccs1)OCC(=O)N1CCN(C(=O)c2ccco2)CC1,?,nt

# Bioassay records as filed in PubChem BioAssay.
